Source: PubChem
OXTR potentiate – potentiators of human oxytocin receptor; P30559; CHO-OTR cells, Fluo-8 calcium fluorescence, potentiator mode; 0% = oxytocin EC15, 100% = EC100; activation, % at 3 µM; 0.061% of 320,000 active; AID 2445;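 active = activation above that plate's cutoff, the mean activation of tested compounds plus 3 SD, cut at about 6.6% in these data, passing the limit was not always enough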;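 also: 100% uses oxytocin at 75 nM as the full agonist control; some results filed as inactive read as strong as hits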
Target sequence (P30559 whole entry, looked up): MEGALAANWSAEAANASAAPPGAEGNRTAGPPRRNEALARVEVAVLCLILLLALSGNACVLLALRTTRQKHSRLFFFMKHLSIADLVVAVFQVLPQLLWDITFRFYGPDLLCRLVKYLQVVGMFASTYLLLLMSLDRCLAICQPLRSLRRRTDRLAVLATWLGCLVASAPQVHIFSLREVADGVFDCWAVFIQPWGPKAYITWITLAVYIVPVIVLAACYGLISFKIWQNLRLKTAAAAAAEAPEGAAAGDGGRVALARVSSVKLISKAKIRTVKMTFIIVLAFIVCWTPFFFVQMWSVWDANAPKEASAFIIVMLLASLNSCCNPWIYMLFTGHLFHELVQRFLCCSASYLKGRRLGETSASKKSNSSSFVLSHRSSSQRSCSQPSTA
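Assay system: CHO-OTR cells, human receptor / Also added: oxytocin at about EC15, sub-maximal agonist stimulus / Dosing: single dose, 3.0 µM nominal final compound concentration / Incubation: 6 min pre-incubation, 100 s read / Technique: Fluo-8 calcium dye fluorescence / Read-out: % activation vs EC15 and EC100 oxytocin / Benchmarks: EC15 oxytocin low, 75 nM oxytocin high / Replicates: singlicate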
M1 PAM – human CHRM1 positive allosteric modulation; CHO-K1 hM1, Fluo-8 calcium fluorescence, ACh EC20; 0% = ACh EC20, 100% = maximal ACh; 0.088% of 360,000 active; activation, % at 3 µM; in the data active = activation above about 19%, passing the limit was not always enough
Target sequence (P11229 whole entry, looked up): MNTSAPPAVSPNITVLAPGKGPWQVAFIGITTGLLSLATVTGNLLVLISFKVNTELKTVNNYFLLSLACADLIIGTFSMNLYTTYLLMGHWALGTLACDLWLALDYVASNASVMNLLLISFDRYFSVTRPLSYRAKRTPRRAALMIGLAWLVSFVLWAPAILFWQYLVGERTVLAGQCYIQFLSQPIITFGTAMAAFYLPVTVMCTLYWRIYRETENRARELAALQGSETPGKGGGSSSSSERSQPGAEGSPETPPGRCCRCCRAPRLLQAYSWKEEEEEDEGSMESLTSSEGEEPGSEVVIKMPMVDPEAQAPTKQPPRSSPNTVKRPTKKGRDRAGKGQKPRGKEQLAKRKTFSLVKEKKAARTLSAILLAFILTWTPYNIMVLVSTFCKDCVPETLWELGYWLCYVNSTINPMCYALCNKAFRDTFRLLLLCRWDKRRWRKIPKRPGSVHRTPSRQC
CHO parental Ca – counter-screen: ATP calcium response change in parental CHO cells | 0.63% of 330,000 active | inhibition, % at 5.6 µM | parental CHO-K1, ATP-induced calcium, Fluo-8 fluorescence | AID 463079;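 active = inhibition above that plate's mean sample inhibition plus 3 SD, cut at about 26% in these data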;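 also: 0% = ATP-challenged DMSO wells and 100% = DMSO wells without ATP; some compounds past the cut are filed as inactive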
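Assay system: parental CHO cells; Read-out basis: percent inhibition of ATP-evoked calcium rise, normalized to controls; Benchmarks: ATP and no-ATP DMSO wells; Compound dosing: single nominal dose of 5.6 µM per compound; Signal: Fluo-8 calcium dye fluorescence; Also added: ATP as calcium-mobilizing challenge; Repeats: singlicate.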
CHRM4 agonist – CHRM4 agonism in calcium assay; P08173; CHO-K1 hM4/Gqi5, Fluo-8 calcium fluorescence; vehicle 0%, full acetylcholine response 100%; activation, % at 3 µM; 0.14% of 360,000 active; AID 624127;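 active = activation above the run mean over all test wells plus 3 SD, cut at about 32% in these data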;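 also: peak over basal fluorescence ratio per well then scaled between controls; 0% = DMSO wells and 100% = acetylcholine at EC100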
M1 ag parental – nonselective activator or artifact in parental CHO-K1 cells; Fluo-8 calcium fluorescence; scaled to maximal ATP response, vehicle zero; activation, % at 3 µM; 0.48% of 360,000 active; AID 602248; in the data active = activation above about 15%;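 also: untransfected CHO-K1 host cells lacking M1 receptor as counterscreen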
CHRM1 agonist – activates human CHRM1 receptor | CHO-K1 hM1, Fluo-8 calcium fluorescence, agonist mode; 0% DMSO, 100% acetylcholine EC100 | activation, % at 3 µM | 0.33% of 360,000 active | AID 588814;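 active = activation above the run's mean compound activation plus 3 SD, cut at about 16% in these data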;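 also: peak over basal fluorescence ratio within a 140 s kinetic read after compound addition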
CHO-K1 Ca antag – nonselective inhibitor or artifact in parental CHO-K1 cells. ATP-induced calcium, Fluo-8 fluorescence. inhibition, % at 3 µM. 0.6% of 360,000 active;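 active = inhibition above a per-plate cutoff, the plate's mean sample inhibition plus 3 SD, cut at about 24% in these data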;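 also: 0% = DMSO plus EC80 ATP and 100% = DMSO alone without ATP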
CHRM1 antagonist – antagonists of human M1 muscarinic receptor; P11229; CHO-K1 hM1, Fluo-8 calcium fluorescence, ACh EC80 antagonist; inhibition, % at 3 µM; 1.3% of 360,000 active; AID 588852;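 active = percent inhibition above its own plate's cutoff, namely the mean of that plate's compound wells plus 3 SD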;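 also: peak over basal fluorescence ratio during 140 s after agonist addition; 0% = ACh EC80 plus DMSO and 100% = DMSO alone without agonist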
M4 antag – antagonists of human muscarinic M4 receptor (CHRM4). P08173. CHO-hM4 cells, ACh EC80, Fluo-8 calcium fluorescence. inhibition, % at 3 µM. 0.73% of 360,000 active;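 active = inhibition above its plate's cutoff, the mean inhibition of sample wells plus 3 SD, cut at about 27% in these data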;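 also: 0% = acetylcholine EC80 with DMSO and 100% = DMSO without agonist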
* = called active by the depositor; nt = not tested or not shown. Rows are unselected, and some 2.9% of all compounds hit somewhere here.

SMILES	OXTR potentiate	M1 PAM	CHO parental Ca	CHRM4 agonist	M1 ag parental	CHRM1 agonist	CHO-K1 Ca antag	CHRM1 antagonist	M4 antag
O=C(NCc1cccnc1)NC1CCCN1S(=O)(=O)c1ccc(Cl)cc1 (stereo not given)	-16	1	-23	1	0.3	-4	-8	-2	9
Cc1ccccc1C(=O)N(Cc1cccs1)C1CCS(=O)(=O)C1 (stereo not given)	6	1	-4	5	2.7	-3	-12	4	1
COc1ccc(NC(=S)Nc2ccc(F)cc2)c(OC)c1	-4	6	-13	0	0.2	-3	-10	-22	-3
CN(CC(=O)Nc1ccccc1Br)C(=O)CN1CCN(c2ccccc2Cl)CC1	-11	7	-33	2	0.5	-3	-10	-7	3
O=C(Cc1ccc(S(=O)(=O)N2CCOCC2)s1)Nc1cc(C(F)(F)F)ccc1N1CCCC1	-7	3	-7	5	2.9	-5	-4	-1	-2
CCCCNC(=O)c1onc(CSc2cccc(C)c2)c1C(=O)O	2	3	-16	0	-0.1	0	3	-5	11
O=C(O)CCN(Cc1ccccc1)S(=O)(=O)c1ccccc1Cl	nt	5	nt	2	7.9	-2	0	1	0
O=C(COC(=O)c1nc(Cl)ccc1Cl)NCc1ccc(Cl)cc1Cl	nt	4	nt	0	0.6	-4	-8	-4	3
CCOc1ccc(-c2c(C(=O)N/N=C/c3cccnc3)nnn2-c2nonc2N)cc1	-13	5	11	8	3.3	-5	-9	-5	-4
COCCCn1c(=N)c(C(=O)NCc2ccc3c(c2)OCO3)cc2c(=O)n3cccc(C)c3nc21	nt	-6	nt	0	0.0	-7	-11	0	-7
CCOC(=O)c1sc(NC(=O)CSc2nnc(C)s2)c(C(=O)OCC)c1C	-4	0	-16	0	0.5	-3	-6	-2	-3
CCN(CC)C(=O)Cn1cc(C(=O)C(=O)NCc2cccs2)c2ccccc21	-15	6	-4	1	0.6	-1	-3	-10	-10
COc1ccccc1NC(=O)c1cnc(SC)nc1	-14	3	-1	0	0.4	-2	-2	-2	4
COc1ccc(OCC(O)CNC(=O)Nc2ccc(Cl)cc2)cc1 (stereo not given)	-8	8	-5	3	1.9	-6	8	-5	0
COc1ccc(N2CCN(C3CC(=O)N(c4ccc5c(c4)OCCO5)C3=O)CC2)cc1 (stereo not given)	-2	4	-5	2	0.2	-1	7	1	-10

Next part; it opens with the five that closed the last part.
SMILES	OXTR potentiate	M1 PAM	CHO parental Ca	CHRM4 agonist	M1 ag parental	CHRM1 agonist	CHO-K1 Ca antag	CHRM1 antagonist	M4 antag
CCOC(=O)c1sc(NC(=O)CSc2nnc(C)s2)c(C(=O)OCC)c1C	-4	0	-16	0	0.5	-3	-6	-2	-3
CCN(CC)C(=O)Cn1cc(C(=O)C(=O)NCc2cccs2)c2ccccc21	-15	6	-4	1	0.6	-1	-3	-10	-10
COc1ccccc1NC(=O)c1cnc(SC)nc1	-14	3	-1	0	0.4	-2	-2	-2	4
COc1ccc(OCC(O)CNC(=O)Nc2ccc(Cl)cc2)cc1 (stereo not given)	-8	8	-5	3	1.9	-6	8	-5	0
COc1ccc(N2CCN(C3CC(=O)N(c4ccc5c(c4)OCCO5)C3=O)CC2)cc1 (stereo not given)	-2	4	-5	2	0.2	-1	7	1	-10
CCOC(=O)c1c(S(=O)(=O)Nc2cccc(-c3ccno3)c2)c(C)n(C)c1C	-4	10	-19	3	1.6	1	-12	-3	-1
O=c1ccc(-c2ccc(S(=O)(=O)Nc3ccc(F)cc3)o2)n[nH]1	-12	4	-18	3	0.4	-2	-10	-9	-5
O=C(COC(=O)C1COc2ccccc2O1)Nc1ccc(Cl)cc1 (stereo not given)	-5	-2	-4	0	0.1	-5	-14	-5	1
CCN(CC)CCCOC(=O)C1(c2ccccc2)CCCC1	-3	-19	6	1	0.9	-5	-3	99*	96*
O=C(N/C(=C\c1ccc2c(c1)OCO2)C(=O)N1CCOCC1)c1cccs1	-6	12	-1	1	0.6	-4	-12	-12	7
COc1ccc(C(=O)N/C(=C\c2cn(C)c3ccccc23)C(=O)NCCCn2ccnc2)cc1	-4	0	-5	0	0.6	-6	-7	4	5
c1ccc(CCNCc2ccco2)nc1	nt	5	nt	1	0.1	-4	12	-13	2
CCS(=O)(=O)c1nc(S(=O)(=O)c2ccc(C)cc2)c(N2CCCC2)s1	-5	14	-16	2	0.9	-5	2	-19	3
c1ccc(CCn2nnnc2C(c2cccnc2)N2CCN(c3ccccc3)CC2)cc1 (stereo not given)	-8	6	-14	5	1.4	-4	-22	-37	-1
CC(=O)c1ccc(OCCCC(=O)Nc2cc(S(=O)(=O)N3CCCCC3)ccc2C)cc1	nt	8	nt	14	5.1	-1	-1	-14	-18
CC1CCN(CCCCOc2ccccc2-c2ccccc2)CC1	-6	-22	-29	5	2.8	-8	-18	20	13
COc1ccc2nc(NC(=O)CSc3nnc4n3C(C)(C)Cc3ccccc3-4)sc2c1	-1	-7	-8	0	-0.1	-4	6	7	-2
CCOC(=O)C1CCCN(C(=O)c2c(-c3ccccc3Cl)noc2C)C1 (stereo not given)	1	9	-22	1	0.3	2	-9	-13	-4
CCCCCCCNC(=O)C1(CC2CC(c3ccc(Cl)cc3)=NO2)CCN(C(=O)C2CCCC2)CC1 (stereo not given)	8	12	-16	0	-0.3	0	-9	-6	7
O=C(Nn1cnc2ccccc2c1=O)C1CCCCC1	-1	4	-12	0	0.0	-1	13	3	-1
CCN(CC)CCn1c(=N)n(CC(O)c2ccc(OC)c(OC)c2)c2ccccc21 (stereo not given)	1	2	-7	0	-0.3	-10	11	-9	-4
O=C(CCNS(=O)(=O)c1cccc2nsnc12)NCc1ccc(F)cc1	-4	8	-12	2	0.1	-7	-3	-9	2
COc1ccc(C)cc1NC(=O)n1ncc2cc(Cl)ccc21	-10	1	0	10	4.3	-2	-4	-4	14
O=C(N1CCN(Cc2ccc3c(c2)OCO3)CC1)C(Cl)(Cl)Cl	-14	5	-11	2	1.8	-6	-5	-11	4
Cc1cccc(CSCCNC(=O)CCSc2ccccc2)c1	0	0	-18	0	0.0	-8	3	5	0
N#C/C(=C\c1c(N2CCCCCC2)nc2ccccn2c1=O)C(=O)NCc1ccco1	-3	-3	-12	6	3.2	-5	-15	-3	6
Cc1ccccc1/C=N/Nc1nc2ccccc2c(=O)n1O	3	10	-8	1	3.4	-2	-6	-8	-1
N#C/C(=C\c1ccc(C(=O)O)cc1)S(=O)(=O)c1cc(Br)ccc1Br	1	8	-2	6	2.9	0	-16	-2	0
Cc1ccc(S(=O)(=O)N/N=C\c2ccc([N+](=O)[O-])o2)cc1	-1	3	0	2	0.1	-2	-13	-2	3
Fc1ccc(Cn2nnnc2C(c2cccs2)N2CCCCCC2)cc1 (stereo not given)	-9	-26	-12	0	0.1	-15	-16	17	16
CSc1ccccc1OCc1cc(C(=O)N(C)C2CCCc3ccccc32)no1 (stereo not given)	-23	-6	-17	3	1.5	-2	-12	6	-7
COc1ccc(NC(=O)CSc2ccc3c(c2)OCCO3)cc1S(N)(=O)=O	-8	2	-13	0	-0.3	-2	3	-4	1
CC(=NNc1ccc([N+](=O)[O-])cn1)c1ccc(N)cc1	nt	-10	nt	0	-0.2	-4	-1	17	12
CC(=O)N1c2ccc(S(=O)(=O)N3c4ccccc4CC3C)cc2CC1C (stereo not given)	-24	-19	-7	5	4.0	-3	12	30	1
O=C(NCC(=O)N(Cc1cccs1)C(C(=O)NC1CCCCC1)c1ccncc1)c1ccco1 (stereo not given)	2	2	-17	1	-0.2	-4	-7	-4	3
CNc1ncnc2c1ncn2[C@H]1CN(Cc2ccccc2)C[C@@H](CO)O1	nt	0	nt	2	0.6	-1	-6	-3	-8
CC1(C)CC(=O)C=C(Nc2ccc(O)cc2)C1	nt	16	nt	1	0.1	4	4	-4	3
COc1ccc(CNC(=O)COC(=O)c2cc3ccccc3cc2O)cc1OC	-13	-8	-22	20	10	1	-6	4	-8
CCN1C(=O)[C@H]2[C@@H](c3ccc(-c4cccc(Cl)c4)c(OC)c3)N[C@@](Cc3ccccc3)(C(=O)OC)[C@H]2C1=O	-6	13	-34	2	0.0	-2	-22	-10	4
Cc1ccc(S(=O)(=O)N(C)C)cc1NC(=O)COC(=O)c1cccs1	nt	4	nt	3	1.4	2	-6	-15	-4
CCOC(=O)c1c(NC(=O)COC(=O)CCS(=O)(=O)c2ccc(C)cc2)sc(C)c1C	-11	2	-16	0	0.1	-9	-2	-12	-1
CCc1ccc(-c2nc(SCC(=O)NC3CCCC3)n[nH]2)cc1	-11	-3	-4	11	9.6	1	-7	3	3
C=CCOc1nc2sc(C)c(C)c2c(=O)n1-c1ccccc1	nt	7	nt	-1	0.5	-1	-6	-15	-8
CCS(=O)(=O)c1ccc(S(=O)(=O)CC)s1	2	3	-7	1	-0.5	-3	-5	-7	4
O=C(Cc1ccc(F)cc1)NCC1CCCO1 (stereo not given)	0	0	2	0	-0.4	-4	12	1	4
CCCN(Cc1nnc(-c2cccs2)o1)C(=O)c1cccc(S(=O)(=O)N2CCOCC2)c1	-5	0	-18	2	0.7	-6	-10	2	-6
COC(CNC(=O)C1CCN(S(=O)(=O)c2ccc3nc4c(c(C(=O)O)c3c2)CC(C)CC4)CC1)OC (stereo not given)	-6	5	-9	1	1.1	-1	-13	1	8

An excerpt of these results, with two lines to a compound:
Below each compound: OXTR potentiate | M1 PAM | CHO parental Ca | CHRM4 agonist | M1 ag parental | CHRM1 agonist | CHO-K1 Ca antag | CHRM1 antagonist | M4 antag
> Cc1ccc(S(=O)(=O)N(C)C)cc1NC(=O)COC(=O)c1cccs1
    nt | 4 | nt | 3 | 1.4 | 2 | -6 | -15 | -4
> CCOC(=O)c1c(NC(=O)COC(=O)CCS(=O)(=O)c2ccc(C)cc2)sc(C)c1C
    -11 | 2 | -16 | 0 | 0.1 | -9 | -2 | -12 | -1
> CCc1ccc(-c2nc(SCC(=O)NC3CCCC3)n[nH]2)cc1
    -11 | -3 | -4 | 11 | 9.6 | 1 | -7 | 3 | 3
